Screening data deposited in PubChem by National Center for Advancing Translational Sciences (NCATS).
PI4K2A inh: qHTS for small molecular inhibitors of PI4K2A; Phosphatidylinositol 4-kinase type 2-alpha (Homo sapiens), Q9BTU6; purified PI4K2A, ADP-Glo luminescence, 1 h; stronger effect = lower value; activity change, negative = inhibition, % at 76.9 µM; hit rate 0.13% among 420,000; in the data active = activity change below about -50%; inconclusive = mostly about -30% to -49%;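 note: -100% = wells without enzyme as full effect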
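In this quantitative HTS, ADP production by PI4K2A was quantified luminescently after 1 h at ambient temperature; 100 microM adenosine served as plate-quality control.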
BAZ2B block: qHTS Assay for Inhibitors of BAZ2B; Bromodomain adjacent to zinc finger domain protein 2B (Homo sapiens), Q9UIF8; AlphaScreen BAZ2B-H3K14Ac peptide displacement; Potency, µM (doses to about 114 µM), inactives show top-dose activity change, negative = inhibition, usual class: inhibitors; hit rate 4.4% among 360,000; note: potency is the fitted concentration of half-maximal effect; % is set by controls: 0 for no effect and ±100 for the full control effect; nearly all actives have a fitted effect of over 60% in size
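AlphaScreen displacement of biotin-H3(5-23)K14Ac peptide (50 nM final) from BAZ2B (50 nM final) in PBS pH 7.4, 0.01% Tween-20; complex preformed 30 min RT, then compounds (top 110 uM) 30 min RT, beads 20 min dark.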
RGS4 inhibitor: Inhibitors of Regulator of G Protein Signaling (RGS) 4: qHTS. hit rate 0.039% among 390,000. AID 504845, 2011. Regulator of G-protein signaling 4 (Homo sapiens), P49798. Potency, µM (doses to about 114 µM), for inactives: top-dose activity change, negative = inhibition, actives largely listed as inhibitors. Transcreener GDP fluorescence polarization, RGS4-accelerated GTP hydrolysis; note: potency is the fitted concentration of half-maximal effect; % is set by controls: 0 for no effect and ±100 for the full control effect; nearly all actives have a fitted effect of over 75% in size; some results filed as inactive show a strong effect at the top dose
Target sequence (P49798 whole entry, looked up): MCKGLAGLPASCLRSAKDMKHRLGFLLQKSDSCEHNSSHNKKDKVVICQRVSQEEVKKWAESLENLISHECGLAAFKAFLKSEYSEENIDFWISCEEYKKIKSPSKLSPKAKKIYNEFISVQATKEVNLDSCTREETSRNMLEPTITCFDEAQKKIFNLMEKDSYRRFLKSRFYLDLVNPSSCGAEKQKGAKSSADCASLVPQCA
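MLSMR compounds (23 nl, pin-transferred) preincubated 10 min at room temperature with a 500nM (2x) first reagent, then RGS4 at 900nM (2x) plus Transcreener GDP mix added; fluorescence polarization (620/688 nm) read before and after 90 min at 30 °C.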
HP1b chromo inh: HTS for Inhibitors of HP1-beta Chromodomain Interactions with Methylated Histone Tails | AlphaScreen HP1-beta / biotin-H3K9me3 peptide binding | Potency, µM (top dose mostly 114 µM), for inactives: at the top dose activity change, negative = inhibition, most hits filed as inhibitors | Chromobox protein homolog 1 (Homo sapiens), P83916 | hit rate 0.56% among 390,000 | AID 540317, 2011; note: potency is the fitted concentration of half-maximal effect; nearly all actives have a fitted effect of over 70% in size; inactives centre near 23
Target sequence (P83916 whole entry, looked up): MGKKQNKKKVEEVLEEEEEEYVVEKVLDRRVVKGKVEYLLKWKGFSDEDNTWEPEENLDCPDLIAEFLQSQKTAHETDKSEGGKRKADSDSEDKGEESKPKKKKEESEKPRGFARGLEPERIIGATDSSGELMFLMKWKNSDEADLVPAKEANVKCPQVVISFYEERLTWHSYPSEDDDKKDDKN
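HP1-beta protein (50 nM final) preincubated 30 min at room temperature with biotinylated H3(1-18)K9me3 peptide (50 nM) in PBS pH 7.4, 0.01% Tween-20, then compound added for 30 min. AlphaScreen streptavidin donor/nickel chelate acceptor beads (10 ug/mL final), 30 min dark, luminescence read.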
ERG-DNA inh: qHTS for Small Molecule Inhibitors of the ERG Ets/DNA interaction; Transcriptional regulator ERG (Homo sapiens), P11308; fluorescence polarization, His-ERG Ets domain / labelled DNA; Potency, µM (doses to about 76.9 µM), for the others: at the highest dose FP activity, negative = inhibition, hits mostly inhibitors; hit rate 0.028% among 370,000; active = well fitted inhibition curve with a large enough effect in the polarisation, with a control signal flat; inconclusive = small, poorly fitted or top-dose-only effect, or effect the other way, or a change in a side signal; inactive = no such curve, though single readings can be large or run the other way; the % refers to the polarisation;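 note: polarization taken with two DNA probes labelled with fluorescein and Texas red; potency is the fitted concentration of half-maximal effect; % of control where 0% means no effect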
Target sequence (P11308 whole entry, looked up, the tested form may be a part): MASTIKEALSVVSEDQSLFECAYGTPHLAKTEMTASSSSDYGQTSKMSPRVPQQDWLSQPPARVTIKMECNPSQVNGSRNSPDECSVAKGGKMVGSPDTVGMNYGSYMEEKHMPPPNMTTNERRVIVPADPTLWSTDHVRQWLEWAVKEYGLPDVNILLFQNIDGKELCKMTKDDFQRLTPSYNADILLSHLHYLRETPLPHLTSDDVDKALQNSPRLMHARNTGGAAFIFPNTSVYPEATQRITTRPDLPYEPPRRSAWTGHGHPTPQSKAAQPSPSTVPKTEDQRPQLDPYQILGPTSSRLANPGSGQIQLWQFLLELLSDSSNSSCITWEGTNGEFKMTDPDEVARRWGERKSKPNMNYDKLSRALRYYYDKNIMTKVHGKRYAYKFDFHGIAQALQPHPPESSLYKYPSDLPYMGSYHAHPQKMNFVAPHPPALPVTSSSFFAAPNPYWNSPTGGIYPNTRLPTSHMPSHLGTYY
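His-tagged ERG Ets domain (1 uM in the protein solution; 300mM KCl, 50mM Tris-HCl, 1mM EDTA, 1mM DTT, pH 7.5) received compound, then a probe mix of 5 nM fluorescein-DNA and 100nM Texas-615-DNA. Fluorescence polarization was read for both dyes.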
GLS inh: qHTS for Inhibitors of Glutaminase (GLS) | Glutaminase kidney isoform, mitochondrial (Homo sapiens), O94925 | GLS enzymatic activity, qHTS titration | Potency, µM (highest dose often 45.5 µM), for inactives: at the highest dose activity change, negative = inhibition, hits mostly inhibitors | hit rate 0.21% among 410,000 | AID 624170, 2012; note: potency is the fitted concentration of half-maximal effect; % is set by controls: 0 for no effect and ±100 for the full control effect
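hKGA; 45 mM KH2PO4 pH 8.2 + 0.02% Tween-20; cpd via pin tool; 1 mM Gln soln; GluOx/HRP/Amplex Red; RT 30 min; fluor. t0 & final.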
G9a block: qHTS Assay for Inhibitors of Histone Lysine Methyltransferase G9a; Histone-lysine N-methyltransferase EHMT2 (Homo sapiens), Q96KQ7; G9a H3K9 monomethylation, AlphaScreen, 2 h; Potency, µM (titrated, usually from 102 µM), without a hit: at the top dose activity, negative = inhibition, hits mostly inhibitors; hit rate 8.8% among 350,000; AID 504332, 2011; note: potency is the fitted concentration of half-maximal effect; % is set by controls: 0 for no effect and ±100 for the full control effect; nearly all actives have a fitted effect of over 75% in size
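Quantitative HTS format: methyltransferase activity on a biotin-tagged H3K9 peptide is measured by AlphaScreen, using a rabbit anti-monomethyl-H3K9 antibody with streptavidin donor and anti-IgG acceptor beads. Final levels are 20 nM enzyme, 500 nM peptide, 20 uM SAM; 2 h RT.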
JMJD2A Tudor inh: qHTS Assay for Inhibitors of JMJD2A-Tudor Domain; Lysine-specific demethylase 4A (Homo sapiens), O75164; AlphaScreen JMJD2A-Tudor / H3K4me3 peptide binding; Potency, µM (series often up to 114 µM), without a hit: at the top dose activity change, negative = inhibition, actives largely listed as inhibitors; hit rate 4.4% among 390,000; AID 504339, 2011; note: potency is the fitted concentration of half-maximal effect; % is set by controls: 0 for no effect and ±100 for the full control effect; nearly all actives have a fitted effect of over 50% in size
ALOX12 inh: Primary qHTS assay for inhibitors of human arachidonate 12S-lipoxygenase (ALOX12): Round 2 | Potency, µM (titrated, usually from 108 µM), for the others: at the top dose activity change, negative = inhibition, usual class: inhibitors | AID 1671190, 2021 | Polyunsaturated fatty acid lipoxygenase ALOX12 (Homo sapiens), P18054 | hit rate 1.1% among 580,000 | purified 12hLO, xylenol orange hydroperoxide absorbance; note: potency is the fitted concentration of half-maximal effect; % is set by controls: 0 for no effect and ±100 for the full control effect
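Hydroperoxide product was detected by ferrous iron/xylenol orange as the 573 to 405 nm absorbance ratio. Arachidonic acid at 40 uM (final) was turned over for 30 min at room temperature by 150 nM human 12hLO, pH 7.0 Hepes buffer, after 15 min compound preincubation.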
The depositor's hits bear a star; ? = inconclusive; . = not tested or not shown; [ ] = remark or other dose. Unless noted, calls come from the whole dose curve; as a rule, active = well fitted curve in the direction sought with a large enough effect; inconclusive = small, poorly fitted or top-dose-only effect, or another doubt; inactive = no such curve, though single readings can be large; an effect the other way counts as inactive or inconclusive.

SMILES	PI4K2A inh	BAZ2B block	RGS4 inhibitor	HP1b chromo inh	ERG-DNA inh	GLS inh	G9a block	JMJD2A Tudor inh	ALOX12 inh
CC[C@]12c3[nH]c4cc(CCC(=O)N(C)C)ccc4c3CCN1C(=O)[C@@H](CC(=O)NCCCN(C)C)C[C@@H]2C(=O)N1CCN(C(=O)c2ccco2)CC1	4	.	17%	21%	-14%	8%	.	-14%	12%
O=C(C[n+]1cc(-c2ccc(Cl)c(Cl)c2)n2c1CCC2)N1c2ccccc2Sc2ccccc21	-2	-5%	-20%	16%	8%	-5%	?	-27%	?
COc1cccc(C(=O)Nc2ccc(NC(C)=O)cc2)c1	-7	4%	-33%	16%	-3%	-19%	20%[12.7 µM]	-18%	-3%
O=C(CCCn1cncn1)N1CCCC(N2CCN(c3ccccc3F)CC2)C1 (configuration not stated)	1	-2%	-1%[11.4 µM]	60%[activator]	5%	-8%	1%	-10%	0%
NC(=O)CSc1nnc(-c2cc(-c3ccc(Cl)cc3)nc3ccccc23)o1	-2	-16%	11%	14%	-1%	6%	8%	-10%	31%[activator]
C=CCOc1ccc(C[C@H](N)C(=O)NC[C@H]2O[C@@H](n3cnc4c(N)ncnc43)[C@H](O)[C@@H]2O)cc1	-4	.	0%	32%	-22%	1%	.	-3%	.
Cc1cc(C)cc(-n2c(N)c(C(=O)Nc3c(C)n(C)n(-c4ccccc4)c3=O)c3nc4ccccc4nc32)c1	3	0%	-15%	15%	-17%	-5%	-11%[59 µM]	-19%	-11%
CSc1nc2ccccc2cc1/C=C(\C#N)c1ccccc1	4	52%[activator]	-38%	35%	-7%	8%	91%[activator][12.7 µM]	46%[activator]	64%[activator]
CCC(Cc1ccccc1)NC(=O)c1ccc2nc(N3CCOCC3)sc2c1 (configuration not stated)	-2	-31%	-6%	33%	-6%	-1%	-6%	-6%	11%
O=C(Nc1ccc(C(=O)O)cc1)/C(=C\c1ccc2c(c1)OCO2)NC(=O)c1ccccc1	-1	-16%	0%	27%	7%	1%	-34%	-6%	4%
O=C(Cn1c(=O)oc2cc(S(=O)(=O)NCc3ccccc3)ccc21)NCc1ccc(F)cc1	-8	1%	-10%	50%[activator]	0%	-4%	-1%[59 µM]	-6%	-27%
Cc1ccccc1NC(=O)c1nnn(-c2ccc3c(c2)OCCO3)c1N	0	-10%	2%	-9%	0%	12%	20%	-12%	-18%
CCn1cc(CN2CCC(n3nccc3NC(=O)Cc3ccccc3)CC2)c(C)n1	0	-28%	-13%	36%	0%	-10%	51%	-2%	20%
Cn1nnnc1SCc1nnc(-c2ccccc2Br)o1	12	-30%	-1%	42%[activator]	12%	7%	7%	4%	0%
CSc1nc(Nc2ccc(Cl)cc2)c(C#N)c(=O)[nH]1	-2	-6%	-24%	53%[activator]	-7%	-6%	-9%	-11%	6.3µM*
Cc1cccc(C(=O)Nc2ncc(CN3CCOCC3)s2)c1	-3	-17%	24%	19%	.	9%	-2%[12.7 µM]	-8%	7%
Cc1ccc(C)c(NC(=O)CCc2nc(-c3ccc(C(C)(C)C)cc3)no2)c1	4	1%	-8%	62%[activator]	1%	4%	4%[59 µM]	-17%	-7%
CC1CN(c2nc3c(c(=O)[nH]c(=O)n3C)n2Cc2ccccc2F)CC(C)O1 (configuration not stated)	3	-6%	5%	34%	1%	-4%	-17%[59 µM]	-12%	0%
Cc1ccc(C(=O)N2N=C(c3ccc(NS(C)(=O)=O)cc3)CC2c2cccs2)cc1 (configuration not stated)	-4	-22%	3%	13%	23%	8%	10%	-22%	48%[activator]
CSc1ncc(Cl)c(C(=O)Nc2ccc(S(=O)(=O)N3CCCC(C)C3)cc2)n1 (configuration not stated)	0	-20%	-6%	20%	1%	-10%	-29%[59 µM]	-22%	-17%
NC(=O)c1ccc(C(F)(F)F)n(Cc2ccc(Cl)cc2)c1=O	0	-16%	-1%	19%	-2%	12%	-6%[59 µM]	-7%	9%
CC(C)(C)NC(=O)NC(=O)COC(=O)C1CCN(S(=O)(=O)c2cccs2)CC1	3	5%	-4%	21%	-2%	-1%	8%[59 µM]	3%	67%
Cc1ccc(S(=O)(=O)c2nnn3c2nc(NCCCN2CCCC2=O)c2ccccc23)cc1C	9	?	10%[11.4 µM]	17%	-3%	-9%	-10%	?	-3%
COc1ccc2oc(C(=O)OCC(=O)N3CCCCC3C)c(C)c2c1 (configuration not stated)	6	.	-11%	11%	-7%	-1%	.	-11%	4%
O=C(Cn1ccc([N+](=O)[O-])n1)c1ccccc1	-3	-11%	-4%[11.4 µM]	88%[activator]	2%	-3%	-30%	-8%	1%

Other records
SMILES	PI4K2A inh	BAZ2B block	RGS4 inhibitor	HP1b chromo inh	ERG-DNA inh	GLS inh	G9a block	JMJD2A Tudor inh	ALOX12 inh
COc1ccc(CCN(C)Cc2ccc(C(=O)Nc3ccccc3)cc2)cc1OC	8	-13%	11%	25%	3%	14%	.	-18%	-4%
O=C(NNc1ccc([N+](=O)[O-])cc1)C12CC3CC(CC(C3)C1)C2	-18	-10%	3%	-16%	8%	5%	37%[0.501 µM]	-34%	?
O=C(N/N=C/c1oc(O)c2ccccc12)c1ccccc1O	-1	-8%	10%	-17%	-7%	5%	35µM*	-16%	-6%
CN(C)C(=O)c1c(C(F)(F)F)nn(C)c1Cl	-17	0%	-48%	-17%	0%	0%	46%	-4%	-31%
Cc1ccc(NC(=O)Cc2coc3ccc(C(C)C)cc23)c(C)c1	-3	-10%	1%	31%	2%	-1%	4%[59 µM]	-15%	-17%
Cc1ccc(N2CCN(c3ccc(C)cc3)C2c2ccncc2)cc1	3	-77%	-13%[11.4 µM]	?	-10%	-12%	35µM*	-33%[11.4 µM]	0%
Cc1ccc(C(=O)ON=C2CCN(S(=O)(=O)c3ccccc3)CC2)cc1	0	0%	-37%[56.9 µM]	-10%	-4%	3%	113%[activator][59 µM]	?	-3%
CCCN1C(=O)S/C(=C\c2ccc(N3CCOCC3)o2)C1=O	-12	-38%	?	?	15%	-21%	4µM*	?	40µM*
CC(C)(C)OC(=O)N1CCC(c2nnc(SCc3cccc(Cl)c3)o2)CC1	-1	76%[activator]	3%	61%[activator]	2%	-13%	70%[activator][59 µM]	39%[activator]	-15%
CCc1ccc(-c2nn(CC(=O)NC3CCCCC3)c3c2cnc2ccc(OC)cc23)cc1	0	-16%	-20%	42%[activator]	1%	-3%	6%[59 µM]	-16%	?
COc1cc(C2CC(c3cccs3)=NN2C(=O)CCl)ccc1OC(F)F (configuration not stated)	16	-1%	-21%	12%[57 µM]	-2%	0%	14%[59 µM]	-20%	?
O=C(Nc1ccc(Cl)c(C(F)(F)F)c1)C(Cc1ccccc1)NS(=O)(=O)c1cccc2nsnc12 (configuration not stated)	2	.	11%	24%	11%	0%	-1%[59 µM]	-13%	-18%
CC(C)c1cnc2c(c1SCC(=O)Nc1cccc(F)c1)c(=O)n(C)c(=O)n2C	-2	-5%	-25%	16%[57 µM]	3%	8%	?	-25%	-15%
COc1ccc(N(CC(=O)N/N=C/c2ccc(OC)cc2OC)S(=O)(=O)c2ccccc2)cc1	-2	-18%	12%[56.9 µM]	27%	-6%	3%	7%	-27%	24%
Nc1nc(NCc2ccco2)nc(N2CCCC2)c1[N+](=O)[O-]	0	71µM*	-3%	-9%	-4%	2%	.	-26%	86%[activator]
COc1ccc(N2CCN(Cc3nc(Cc4cccc(F)c4)no3)C(C)C2)cc1 (configuration not stated)	3	25µM*	26%	?	0%	15%	.	50µM*	-15%
O=C(COC(=O)c1ccc([N+](=O)[O-])s1)Nc1ccc(Cl)cn1	-6	-39%	-2%	10%	-4%	4%	-24%[59 µM]	-27%	-17%
CN1CCN(/N=C/c2ccc(-c3ccc([N+](=O)[O-])cc3)o2)CC1	2	?	3%	2%	-6%	22%	.	-35%	-21%
CCOc1ccc(NC(=O)CCS(=O)(=O)c2ccc(Br)s2)cc1	-1	-27%	8%	-11%	0%	4%	?	?	?
COc1ccccc1CNC(=O)c1cc2c(=O)oc3ccc(C)cc3c2s1	0	-8%	-8%	20%	2%	0%	2%[59 µM]	-22%	-12%
CCCCCOc1ccc(C(=O)OCC(=O)Nc2cc(C)on2)cc1	1	7%	-1%	17%	4%	6%	1%	?	13%
Cc1ccc(NC(=O)CN2CCc3ccccc3C2)cc1S(=O)(=O)N1CCOCC1	-2	-33%	7%	11%	4%	8%	-6%[59 µM]	-14%	-3%
CN(C1CCCCC1)S(=O)(=O)c1ccc2c(c1)c(=O)c(C(=O)N1CCc3ccccc3C1)cn2C	2	-2%	4%	20%	.	-4%	9%	-1%	21%

Only part of the results is shown; the hit share may differ from the screen's.
